High-throughput results as filed in PubChem BioAssay.
NPY-Y1 PAM-ag = human NPY-Y1 potentiation or agonism, primary screen. P25929. NPY-Y1 expressing cells, potentiator/agonist activation. activation, % at 3.6 µM. 220,000 tested, 0.37% active. AID 1304; in the data active = activation above about 33%, passing the limit was not always enough;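 also: cells stimulated with NPY at EC10 then isoproterenol at EC100; 0% = low agonist plus stimulus and 100% = saturating agonist plus stimulus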
Ba/F3 V617F tox = reduce viability of Ba/F3 cells dependent on JAK2V617F. Ba/F3 EpoR-JAK2V617F viability, ATP luminescence. inhibition, % at 5.6 µM. 220,000 tested, 1.1% active;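 active = inhibition above the campaign mean plus 3 SD over all tested compounds, cut at about 24% in these data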;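 also: cytokine-independent growth of Ba/F3 cells driven by EpoR plus mutant JAK2; 0% = DMSO-treated cells and 100% = JAK inhibitor I control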
NPY2 pot ag = potentiates or activates human NPY-Y2 receptor; activation, % at 3.6 µM; AID 1359; 220,000 tested, 0.45% active; cells expressing NPY-Y2, potentiator/agonist read-out; in the data active = activation above about 27%;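 also: cells stimulated with NPY near EC25 plus isoproterenol at EC100; 0% = vehicle plus submaximal agonist and 100% = vehicle plus saturating agonist; some results beyond the cut were filed as inactive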
Target sequence (P49146 whole entry, looked up): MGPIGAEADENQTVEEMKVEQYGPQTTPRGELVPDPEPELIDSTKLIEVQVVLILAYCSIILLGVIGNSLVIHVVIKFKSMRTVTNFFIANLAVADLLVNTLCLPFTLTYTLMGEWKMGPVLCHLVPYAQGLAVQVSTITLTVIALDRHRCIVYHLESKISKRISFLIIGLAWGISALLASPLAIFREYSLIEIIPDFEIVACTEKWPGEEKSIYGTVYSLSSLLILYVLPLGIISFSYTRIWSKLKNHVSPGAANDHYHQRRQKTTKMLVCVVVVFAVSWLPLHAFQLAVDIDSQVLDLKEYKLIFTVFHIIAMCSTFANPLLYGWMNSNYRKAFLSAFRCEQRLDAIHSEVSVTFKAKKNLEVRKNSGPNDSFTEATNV
NPY Y1 blocker = NPY-Y1 (human) receptor antagonism; P25929; HEK293-CNG Y1 cells, membrane potential fluorescence; NPY at EC95, then isoproterenol; inhibition, % at 3.6 µM; 200,000 tested, 1% active;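 active = inhibition above the campaign mean inhibition of all tested compounds plus 3 SD, cut at about 20% in these data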;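 also: 0% = DMSO wells given NPY plus isoproterenol and 100% = isoproterenol alone without NPY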
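Material: HEK293 Y1/CNG channel cell line | Also added: NPY (25 nM), isoproterenol (1 µM), Ro 20-1724 (25 µM) | Compound: One concentration, 3.6 µM, in 0.4% DMSO | Schedule: 3 h dye uptake, 1 h room-temperature compound, 45 min post-isoproterenol | Signal: Membrane-potential fluorescent dye readout | Read-out: % inhibition of NPY effect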
BaF3 parental = reduces parental Ba/F3 cell viability, JAK2V617F counter-screen; inhibition, % at 5.6 µM; AID 1486; 220,000 tested, 1.1% active; CellTiter-Glo ATP luminescence;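 active = inhibition above a per-campaign cutoff, the mean inhibition of all tested compounds plus 3 SD, cut at about 27% in these data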;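 also: 0% = DMSO wells and 100% = JAK Inhibitor I control wells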
S1P4 ag = human S1P4 receptor agonism; 220,000 tested, 0.35% active; AID 1509; S1P4-expressing cell line, agonist reporter assay; activation, % at 4.98 µM; in the data active = activation above about 11%;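 also: 0% = DMSO vehicle and 100% = reference agonist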
Target sequence (O95977 whole entry, looked up): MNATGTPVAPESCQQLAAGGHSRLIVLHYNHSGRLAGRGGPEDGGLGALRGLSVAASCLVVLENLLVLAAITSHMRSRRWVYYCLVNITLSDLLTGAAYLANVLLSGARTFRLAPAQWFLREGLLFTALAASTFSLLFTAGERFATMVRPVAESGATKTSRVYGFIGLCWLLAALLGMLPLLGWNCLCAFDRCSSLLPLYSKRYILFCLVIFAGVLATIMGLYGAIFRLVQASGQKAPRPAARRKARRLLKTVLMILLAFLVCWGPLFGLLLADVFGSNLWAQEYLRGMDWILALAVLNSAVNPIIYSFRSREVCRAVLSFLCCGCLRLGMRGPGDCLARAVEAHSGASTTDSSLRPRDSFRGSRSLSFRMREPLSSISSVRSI
S1P4 antagonist = blocks the human S1P4 receptor; O95977; S1P4-expressing cells, antagonist mode, reporter read-out; inhibition, % at 4.98 µM; 220,000 tested, 0.26% active; AID 1510; in the data active = inhibition above about 29%;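 also: 0% = wells stimulated with agonist and 100% = vehicle wells without agonist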
Runt-CBFb FRET = blocks binding of human RUNX1 Runt domain to CBFb. 220,000 tested, 0.46% active. Cerulean-Runt/Venus-CBFb FRET ratio 530/480, 1 h. inhibition, % at 20 µM. Q01196+Q13951;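 active = inhibition over about 50% at 20 µM in the single-dose screen, limit read from the data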;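 also: 0% = DMSO wells and 100% = excess unlabeled CBFb competitor control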
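Schedule: protein complex preformed 1 h, compound exposure 1 h, room temperature, dark; test system: Cerulean-labeled Runt domain protein; amount: 100 nM per protein; buffer or medium: Tris 50 mM pH 7.5, KCl, K2SO4, 0.01% BSA; read-out: loss of energy transfer signal; detection: FRET fluorescence; controls: 5 µM unlabeled CBFb as full-inhibition high control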
RBBP9 inhibitor = inhibitors of human serine hydrolase RBBP9 | O75884 | recombinant RBBP9, FP-Rh probe fluorescence polarization | inhibition, % at 7.94 µM | 220,000 tested, 0.2% active | AID 1515;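 active = inhibition above the campaign mean of all tested compounds plus 3 SD, cut at about 14% in these data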;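 also: plate controls were DMSO wells with RBBP9 for no effect and wells lacking RBBP9 protein for full effect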
Target sequence (O75884 whole entry, looked up): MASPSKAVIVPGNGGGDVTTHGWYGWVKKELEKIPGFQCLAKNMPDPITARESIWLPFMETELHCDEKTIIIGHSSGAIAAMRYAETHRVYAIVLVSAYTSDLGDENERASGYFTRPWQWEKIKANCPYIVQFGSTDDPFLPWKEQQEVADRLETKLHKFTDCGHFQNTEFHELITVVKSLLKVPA
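Measured by: FP readout at 525/598 nm; material: recombinant human RBBP9; also added: Serine-hydrolase probe FP-Rh, 375 nM pre-mixing; medium: Tris buffer pH 8.0, NaCl, Pluronic; replication: one well per compound; doses: one concentration, 7.94 µM nominal, 0.794% DMSO; timing: preincubation 30 min plus labeling 45 min at 25 °C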
* marks the source's active call; other numbers are inactive results; / = not tested or not shown.

Results follow in this order: NPY-Y1 PAM-ag, Ba/F3 V617F tox, NPY2 pot ag, NPY Y1 blocker, BaF3 parental, S1P4 ag, S1P4 antagonist, Runt-CBFb FRET, RBBP9 inhibitor
Cc1nc(N2CCN(Cc3nc4ccccc4[nH]3)CC2)c2oc3ccccc3c2n1
    -28, 2, 4, 11, 9, 0.3, 2, 0, -1
O=C(CN1C(=O)NC2(CCCC2)C1=O)OCc1cc(=O)n2cc(Br)ccc2n1
    -21, -1, -12, /, -2, -1.1, 5, -3, 1
CCOC(=O)C1=C(O)/C(=C\c2cc(C)n(-c3ccc(F)cc3)c2C)N=C1C
    -7, 3, -16, 0, 6, -1.6, -22, /, 0
C=CCNS(=O)(=O)c1ccc(OC)c(C)c1
    4, -6, 10, -4, 2, 1.8, -24, -2, -3
CN(Cc1nc(CC2CC2)no1)CC12CC3CC(CC(C3)C1)C2
    -1, -3, -11, 4, 5, -0.5, 13, -2, -4
Cc1ccc(C#N)c(SCc2ccccc2F)n1
    -23, -2, -11, /, 2, -0.7, 12, 0, -14
COc1ccc(N2CCN(C(=O)CN(CCc3ccccc3)S(C)(=O)=O)CC2)cc1
    12, 1, 1, -1, 8, -1.1, -13, -1, 2
CN(C)c1ccc(/C=N/OC(=O)Nc2ccccc2Cl)cc1
    -27, 0, -6, -1, 1, 0.9, -25, 1, -9
Cc1c(CN(C)C(=O)c2ccc(Br)o2)cnn1C
    -14, -5, 15, -3, 2, 0.3, -4, 1, -7
COc1ccc2c(CC(=O)Nc3ccc(OC)c(NS(=O)(=O)c4ccc(F)cc4)c3)coc2c1
    24, 7, -3, 2, 4, 0.2, -18, 0, -14
CCCCC(=O)Nc1ccc(NC(=O)c2ccc([N+](=O)[O-])cc2Cl)cc1OC
    -16, -2, -4, 1, 5, 0.7, -14, -3, 0
COc1cccc(C2CC(c3c(F)cccc3Cl)n3nc(N)nc3N2)c1 (configuration not stated)
    16, -4, -12, 4, 3, -2.0, 3, -2, 1
COc1ccc(OC)c(S(=O)(=O)N2CCC(C(=O)NCCc3ccccc3)CC2)c1
    12, -3, 0, 6, 0, -0.7, 10, 0, -1
O=[N+]([O-])c1cccc(-c2c[n+]3c(n2-c2ccccc2)SCC3)c1
    12, 35*, -4, 3, 65*, -0.7, -3, -1, -2
CC(C)c1nc(CN2CCCCC2)cc(=O)[nH]1
    13, 1, 6, 4, 5, -0.6, -18, 0, 3
COc1ccc(C=O)cc1CSc1nnc(COc2cccc3cccnc23)o1
    -6, 6, -13, 4, 4, 2.1, -9, -4, 1
NC(=O)c1cccc2c1C(=O)N(C1CCCCC1)C2
    3, 3, 9, 0, 12, -1.8, -2, 2, 0
O=C(Nc1cccc(-c2cn3ccccc3n2)c1)c1cccc(Cl)c1
    -28, 3, 0, 1, 1, -1.2, -17, -3, -17
Cc1c(NC(=O)CSc2nnc(-c3ccncc3)o2)c(=O)n(-c2ccccc2)n1C
    -3, 0, -9, -3, 5, 0.0, -1, 0, -8
COc1ccc(/C=C/C2=NC(=C\N(C)C)/C(=O)O2)cc1
    -9, 5, -1, 1, 5, 2.9, -30, 6, -13

As a short view, 2 of the compounds above.
Results follow in this order: NPY-Y1 PAM-ag, Ba/F3 V617F tox, NPY2 pot ag, NPY Y1 blocker, BaF3 parental, S1P4 ag, S1P4 antagonist, Runt-CBFb FRET, RBBP9 inhibitor
Cc1nc(N2CCN(Cc3nc4ccccc4[nH]3)CC2)c2oc3ccccc3c2n1
    -28, 2, 4, 11, 9, 0.3, 2, 0, -1
O=C(CN1C(=O)NC2(CCCC2)C1=O)OCc1cc(=O)n2cc(Br)ccc2n1
    -21, -1, -12, /, -2, -1.1, 5, -3, 1

(next part)
Results follow in this order: NPY-Y1 PAM-ag, Ba/F3 V617F tox, NPY2 pot ag, NPY Y1 blocker, BaF3 parental, S1P4 ag, S1P4 antagonist, Runt-CBFb FRET, RBBP9 inhibitor
CC(C)(O)C#Cc1ccc([C@@H]2C[C@H]3CN(c4ccccc4)C(=O)[C@]34CCCN24)s1
    -9, 2, -20, 4, 5, 1.2, -26, /, -12
O=C(NCc1ccncc1)C(=O)NCC(c1ccco1)N1CCN(c2ccc(F)cc2)CC1 (configuration not stated)
    3, 0, 2, 3, 5, 2.5, -20, 2, -8
OC(COCC1COc2ccccc2O1)CN1CCN(c2ccc(F)cc2)CC1 (configuration not stated)
    75*, -1, 80*, -9, 7, -0.1, -13, -1, -5
C/C(CC(=O)Nc1ccc(N(C)C)cc1)=N\NC(=O)c1ccccn1
    -38, -2, -4, 5, 5, 0.8, 3, -1, -1
O=C(CCl)N1N=C(c2ccco2)CC1c1cccs1 (configuration not stated)
    -11, 4, 2, -4, 5, 4.9, 9, 14, 0
O=C(c1cccc(Cl)c1)N1CCC(=O)N(C(COCc2ccccc2)Cc2ccccc2)CC1 (configuration not stated)
    9, -2, 13, -5, 3, 2.0, -20, -4, -4
Cc1ccc(Oc2c(CO)c(-c3ccccc3)nn2C)cc1
    -9, 1, -2, -2, 7, 0.0, -1, -1, -3
COc1cccc(NC(=S)NNC(=O)C(C)n2nc(C)c([N+](=O)[O-])c2C)c1 (configuration not stated)
    4, -1, -9, -1, 3, 0.8, 6, /, 2
O=C(OCc1cccc([N+](=O)[O-])c1)c1cccnc1
    4, 4, 0, 1, 3, 1.3, -2, 2, -6
O=C1c2cccc3cccc(c23)C(=O)N1c1nccs1
    -14, -3, 10, -7, 3, 2.6, 5, -2, 12
O=C(c1ccccc1)N1CCN(c2ccccc2F)CC1
    13, -1, 13, -15, 1, -2.2, -33, 0, 3
COc1ccc(/C=C/C(=O)OCC(=O)NCC2CCCO2)cc1 (configuration not stated)
    -7, -2, 11, 0, 3, 0.5, -28, 0, -4
Cc1cc2ccccc2n1CCNC(=O)COc1ccc2ccccc2c1
    1, -2, 6, 6, 9, 1.7, -19, -11, -7
COc1ccc2oc(=O)c(-c3nnc(NCc4ccco4)s3)cc2c1
    -62, 0, 7, -1, 6, 0.1, 7, -123, -3
Fc1ccc(/C=C2\CCCC3=C2Nc2ncnn2C3c2ccc(F)cc2)cc1 (configuration not stated)
    5, -1, 1, 0, 6, -0.1, -7, -1, -8
O=C(CN(C1CCCCC1)S(=O)(=O)c1ccc(Cl)cc1)NCc1ccncc1
    2, 1, 6, -7, 0, 3.4, -7, -2, -3
COc1cccc2cc(C(N)=O)/c(=N/NC(=O)COc3ccc(Cl)cc3)oc12
    -16, -1, -1, 3, 3, 2.5, -5, -3, -9
COc1ccc(C(=O)OCC(=O)Nc2ccc(F)c(F)c2F)cc1OC
    9, 0, 2, 4, 0, 0.9, -1, 0, -13
Nc1[nH]nc2nc3ccccc3cc12
    1, -1, -5, -3, 6, 1.6, -27, 1, -3
CN(c1ccc(C(=O)NCCSCc2ccccc2)cc1)S(=O)(=O)c1ccccc1
    -17, 0, -34, 5, 3, -3.3, 12, 0, -9
CCOCCn1c(CN(Cc2ccccc2)Cc2ccccc2)nc2c1c(=O)n(C)c(=O)n2C
    -9, 0, 1, 4, 6, -0.1, -21, -6, -8
CC(C)[C@H](NC(=O)c1ccccc1)C(=O)OCC(=O)NCCc1ccc(F)cc1
    24, 3, 8, -3, 4, 1.2, -6, 0, -8
N#C/C(=C/c1ccc(N2CCOCC2)c([N+](=O)[O-])c1)C(N)=O
    -8, -2, 3, 3, 2, 2.1, -8, -1, 2
CC(C)CSc1nnc(N)s1
    2, -1, -8, -2, 3, 0.2, -8, 0, -7
COc1ccc(CCNc2nncc(=O)[nH]2)cc1OC
    -8, -3, 1, 6, 2, -4.3, -10, 2, -2
CCC(=O)NCCCCCCCCCNC(=O)CC
    9, 0, -5, 2, 7, 1.9, -14, -2, -6
COc1ccc(-c2cc3ccccc3n2CC(O)CN2CCN(CCO)CC2)cc1 (configuration not stated)
    11, 1, -13, 3, 4, -0.3, -7, 1, -7
Cc1nc2ccccn2c1C(=O)c1ccccc1
    16, -2, 19, -4, 0, 1.7, -9, -1, -12
COc1cccc(C2CC(c3cccs3)=NN2C(=S)Nc2ccccc2)c1OC (configuration not stated)
    -6, -2, -9, -2, 0, -2.6, 9, 3, -9
Cn1sc(=O)c2cc(S(=O)(=O)NC3CC3)ccc21
    -5, -2, 4, /, -2, 1.4, 24, 46, 33*
CSc1nc2ccc3nc(NC(=O)C4COc5ccccc5O4)sc3c2s1 (configuration not stated)
    -5, -5, -4, 4, 2, 4.8, -17, -7, -7
CSc1cccc(NC(=S)N(CCN(C)C)C(C)c2ccccn2)c1 (configuration not stated)
    -5, -2, -19, 3, 1, 0.9, -5, -2, 6
CCc1c(O)nc(SCC(=O)NC(C)(C)C)n(-c2ccccc2)c1=O
    -14, -1, 6, 3, -1, -4.0, -23, /, -11
CC1C=CCC2C(=O)N(c3ccc(Cl)cc3O)C(=O)C12 (configuration not stated)
    -9, -7, 0, 7, 1, -0.8, 0, 0, -2
COc1ccc(N(C)C(=O)c2cc3c(Cl)nc4ccccc4c3s2)cc1
    10, 1, -12, 2, 6, -0.2, -14, -6, -4
Cc1ccc2nc(NC(=O)/C=C/c3ccc4c(c3)OCO4)sc2c1
    -10, -2, -3, -2, -1, 0.4, -14, -4, -2
CCC(=O)Oc1c(S(=O)(=O)c2ccc(C)cc2)c(C)nn1C(C)(C)C
    10, 0, 11, 2, 9, -0.1, -15, -1, -2

Filtered by structure, the entries above with an aryl thioether with sulfur outside any ring (seven)
Results follow in this order: NPY-Y1 PAM-ag, Ba/F3 V617F tox, NPY2 pot ag, NPY Y1 blocker, BaF3 parental, S1P4 ag, S1P4 antagonist, Runt-CBFb FRET, RBBP9 inhibitor
Cc1ccc(C#N)c(SCc2ccccc2F)n1
    -23, -2, -11, /, 2, -0.7, 12, 0, -14
COc1ccc(C=O)cc1CSc1nnc(COc2cccc3cccnc23)o1
    -6, 6, -13, 4, 4, 2.1, -9, -4, 1
Cc1c(NC(=O)CSc2nnc(-c3ccncc3)o2)c(=O)n(-c2ccccc2)n1C
    -3, 0, -9, -3, 5, 0.0, -1, 0, -8
CC(C)CSc1nnc(N)s1
    2, -1, -8, -2, 3, 0.2, -8, 0, -7
CSc1nc2ccc3nc(NC(=O)C4COc5ccccc5O4)sc3c2s1 (configuration not stated)
    -5, -5, -4, 4, 2, 4.8, -17, -7, -7
CSc1cccc(NC(=S)N(CCN(C)C)C(C)c2ccccn2)c1 (configuration not stated)
    -5, -2, -19, 3, 1, 0.9, -5, -2, 6
CCc1c(O)nc(SCC(=O)NC(C)(C)C)n(-c2ccccc2)c1=O
    -14, -1, 6, 3, -1, -4.0, -23, /, -11
